hcDAF12 agonist – activators of H. contortus DAF-12 nuclear receptor; actives 1.4% (n = 370,000); activation, % at 6.8 µM; AID 652067; HEK293 hcDAF-12 lit1-tk-luc reporter, luminescence; 0% DMSO, 100% Δ7-dafachronic acid;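 active = activation above the mean of all tested compounds plus 3 SD, cut at about 5.5% in these data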;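 also: 100% = response to 3 µM Δ7-dafachronic acid high control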
SMARCA2 activ – SMARCA2 function activation, primary screen | actives 1% (n = 370,000) | AID 652017 | activation, % at 9.1 µM | MG213 cells, MMTV-luciferase reporter, dexamethasone, overnight; in the data active = activation above about 7.8%;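 also: 0% = vehicle wells and 100% = reference activator wells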
Rev-erbA mod – modulates human Rev-erb alpha binding to DNA; P20393; Rev-erbα–FITC-DNA binding, fluorescence polarization, 90 min; actives 0.79% (n = 370,000); activity, % at 10 µM; AID 1259318;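 active = activity above about 14%, limit read from the data; passing the limit was not always enough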;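 also: 0% = DMSO wells with 35 nM protein and 100% = DMSO wells with 750 nM protein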
hgDAF-12 ag – hgDAF-12 agonism, primary luciferase screen; HEK293 GAL4-hgDAF12 UAS-luciferase reporter, agonist luminescence; normalized to butyrate control; activation, % at 6.8 µM; actives 1.8% (n = 370,000); AID 687014;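 active = activation above a cutoff set at the mean of all screened compounds plus 3 SD, cut at about 10% in these data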;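 also: 0% = DMSO wells and 100% = sodium butyrate wells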
ADAM17 inh – inhibits human ADAM17 | AID 720648 | P78536 | actives 0.83% (n = 370,000) | recombinant ADAM17, EDANS/DABCYL FRET peptide cleavage | inhibition, % at 6.95 µM;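 active = inhibition above the mean of compounds lying between control limits plus 3 SD, set per campaign, cut at about 8.5% in these data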;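 also: 0% = DMSO-only wells as the low control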
Target sequence (P78536 215-824 limits assumed): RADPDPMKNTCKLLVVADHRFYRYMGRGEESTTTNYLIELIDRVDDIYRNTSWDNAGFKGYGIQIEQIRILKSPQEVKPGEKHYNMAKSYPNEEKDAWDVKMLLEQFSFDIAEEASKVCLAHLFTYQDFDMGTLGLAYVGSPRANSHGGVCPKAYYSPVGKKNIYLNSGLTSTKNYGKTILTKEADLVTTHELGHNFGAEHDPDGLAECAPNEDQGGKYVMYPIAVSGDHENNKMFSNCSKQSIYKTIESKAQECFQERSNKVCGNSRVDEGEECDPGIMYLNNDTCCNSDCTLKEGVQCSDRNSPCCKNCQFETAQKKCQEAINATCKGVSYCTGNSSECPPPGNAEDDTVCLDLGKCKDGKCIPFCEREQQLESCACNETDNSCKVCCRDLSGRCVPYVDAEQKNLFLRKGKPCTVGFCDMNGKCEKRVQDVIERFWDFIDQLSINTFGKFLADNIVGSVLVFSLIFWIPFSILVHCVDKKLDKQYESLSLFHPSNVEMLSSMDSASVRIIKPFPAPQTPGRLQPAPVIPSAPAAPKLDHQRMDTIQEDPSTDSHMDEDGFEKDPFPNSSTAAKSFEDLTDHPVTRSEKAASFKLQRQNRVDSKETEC
PLC-beta3 inh – inhibitors of human phospholipase C beta3; Q01970; Purified PLC-beta3, fluorogenic substrate, fluorescence; inhibition, % at 12.2 µM; actives 0.18% (n = 370,000); in the data active = inhibition above about 11%;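 also: 0% = median of compound wells on plate and 100% = full blocker control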
DAX1 inh-1 – inhibits human nuclear receptor DAX1. actives 0.99% (n = 340,000). AID 504766. HEK293 Gal4-DAX1 luciferase reporter, luminescence. inhibition, % at 6.75 µM;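 active = inhibition above the mean over all tested compounds plus 3 SD, cut at about 4.2% in these data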;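 also: 0% = DAX1-transfected cells with DMSO and 100% = empty-vector control cells with DMSO; inhibition shows as a rise in luminescence from relieved DAX1 repression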
Target sequence (P51843 207-470 limits assumed): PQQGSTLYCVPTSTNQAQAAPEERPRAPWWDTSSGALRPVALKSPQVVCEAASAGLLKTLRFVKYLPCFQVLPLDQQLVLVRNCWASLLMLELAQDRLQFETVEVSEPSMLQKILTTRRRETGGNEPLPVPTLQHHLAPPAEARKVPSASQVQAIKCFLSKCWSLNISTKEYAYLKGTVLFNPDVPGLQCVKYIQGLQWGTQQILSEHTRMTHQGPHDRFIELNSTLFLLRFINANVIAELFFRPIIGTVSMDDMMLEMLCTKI
PLC-gamma1 inh – blocks human PLC-gamma1 enzyme activity; P19174; purified PLC-gamma1, fluorogenic substrate, fluorescence; inhibition, % at 12.2 µM; actives 0.84% (n = 370,000); in the data active = inhibition above about 9.5%
DAX1 inh-2 – DAX1 (NR0B1) inhibition, primary screen; HEK293T StAR-luciferase reporter, SF-1/DAX-1 repression relief; inhibition, % at 6.8 µM; actives 1.1% (n = 370,000); AID 652010;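 active = inhibition above the mean over all tested compounds plus 3 SD, cut at about 3.6% in these data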;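 also: 0% = DAX-1 cells with DMSO and 100% = cells lacking DAX-1 with DMSO; higher inhibition means more luminescence from relief of DAX-1 repression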
MBD2 DNA inh – MBD2-methylated oligo binding inhibition | Q9UBB5 | TR-FRET, MBD2 binding to methylated oligonucleotide | inhibition, % at 4.4 µM | actives 0.31% (n = 370,000) | AID 686964; in the data active = inhibition above about 13%
ssDAF-12 act – S. stercoralis DAF-12 activation, primary screen. actives 1% (n = 370,000). HEK293 ssDAF-12/GRIP1 lit1-tk-luc reporter, luminescence; % of 3 µM dafachronic acid response. AID 652126. activation, % at 6.8 µM;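 active = activation above the mean over all tested compounds plus 3 SD, cut at about 0.9% in these data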;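 also: 0% = DMSO-only wells and 100% = 3 µM delta7-dafachronic acid wells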
* marks the source's active call; other numbers are inactive results; . = not tested or not shown.

Values in the order – hcDAF12 agonist	SMARCA2 activ	Rev-erbA mod	hgDAF-12 ag	ADAM17 inh	PLC-beta3 inh	DAX1 inh-1	PLC-gamma1 inh	DAX1 inh-2	MBD2 DNA inh	ssDAF-12 act
O=C1N=C(N2CCCCC2)S/C1=C\c1ccc(Br)cc1
→ -0.7	3	1	2.3	-1	-4	0.2	6	0.5	-2	-1.1
O=C(C/C=N/OCc1ccc(Cl)cc1Cl)c1ccc(Cl)cc1
→ 1.0	3	1	-0.3	0	1	0.6	7	0.6	-2	-1.5
c1ccc(Oc2ccc(-c3ccn[nH]3)cc2)cc1
→ 2.7	5	0	8.2	4	-8	4.6*	-2	1.3	1	0.7
O=C(/C=C/c1ccc(Cl)cc1)Nc1cc(S(=O)(=O)N2CCOCC2)ccc1N1CCOCC1
→ -0.7	8.2*	-2	-4.3	-1	-2	-0.2	-5	-1.6	1	-1.4
O=C(Nc1cccc(C(=O)Nc2cccc(Br)c2)c1)c1ccccc1
→ -1.9	0	10	1.6	0	-4	-1.8	2	-0.7	2	-1.8
COc1ccccc1OCCNC(=O)CCNC(=O)c1ccccc1Cl
→ 0.2	0	-4	-3.3	1	-4	1.0	-1	0.0	3	-0.4
COCCNC(=O)c1ccc(CS(=O)(=O)c2cccc(C(F)(F)F)c2)o1
→ -2.3	-2	1	-1.4	4	-2	0.9	1	-0.1	-1	-1.3
Cc1ccc(OCC(=O)Nc2ccc(N3CCN(C(=O)c4ccco4)CC3)cc2)cc1
→ 0.8	-3	-2	-2.9	-2	-9	-0.3	0	0.4	-1	-1.5
COc1cc2cc(CN(CCCN3CCOCC3)C(=O)Nc3ccccc3F)c(=O)[nH]c2cc1OC
→ -1.3	2	6	2.1	-44	-27	-0.4	-10	-0.5	2	-0.6
Cc1ccc(C(=O)OCC(=O)NCC(F)(F)F)cc1C
→ 1.4	-4	-5	1.3	-5	1	0.5	2	0.7	-4	-0.7
CC(c1ccncc1)C(C)c1ccncc1 (stereo unspecified)
→ -1.7	0	-5	2.6	-2	0	-0.1	1	-0.1	3	-1.2
Cc1cc(C(=O)NNC(=O)c2c(-c3c(Cl)cccc3Cl)noc2C)no1
→ 0.1	-2	-1	-1.5	2	-2	-0.4	0	-1.7	-4	-0.6
Cc1cc(C)c(C(=O)Cn2nc(C)c([N+](=O)[O-])c2C)cc1C
→ -2.7	-1	-1	-2.5	-2	-6	-0.3	0	1.0	2	-1.7
COC(=O)Nc1ccc(S(=O)(=O)N2CCCCC2)cc1
→ -0.2	3	1	-2.3	-5	4	-0.7	0	0.1	3	-1.1
COc1ccc(CC(=O)N/N=C/c2cc([N+](=O)[O-])cc(Br)c2O)cc1
→ 0.2	1	2	1.1	3	-4	0.8	0	0.1	-3	-1.2
CNc1oc(-c2ccc(F)cc2)nc1S(=O)(=O)c1ccccc1
→ 2.7	1	34*	-0.1	0	-2	2.0	2	-0.1	-2	-1.3
CC(C)n1cc(/C=N/NC(=O)COc2cccc3cccnc23)c2ccccc21
→ -2.5	0	-6	-4.0	0	0	-0.9	0	-0.2	2	-1.5
Cc1ccc(S(=O)(=O)c2nc(N3CCOCC3)sc2Cl)cc1
→ 0.9	3	-2	-2.1	-2	0	1.6	2	-0.1	-2	-1.4
Nc1cc2c(cc1Cl)-c1ccccc1C2
→ 7.5*	2	-1	12*	-3	0	3.7	0	0.0	0	0.1
Cc1nnc(NC(=O)C2CCCN2S(=O)(=O)c2ccc(Cl)cc2)s1 (stereo unspecified)
→ 1.5	1	-5	1.1	-1	-6	0.6	-1	-0.5	-1	-1.4
Cc1ccc(NC(=O)CSc2ccccc2NC(=O)c2ccccc2Cl)cc1Cl
→ 0.5	1	-5	6.2	-1	-1	-0.4	-2	-0.3	0	-0.3
COC(=O)c1ccc(/C=C2\N=C(SC)SC2=O)cc1
→ 0.1	-1	-2	-1.0	-4	-8	0.7	-5	0.4	3	-1.1
Cc1cccc(C(=O)Nc2ccc(C(=O)N/N=C/c3ccco3)cc2)c1
→ -1.4	-1	-12	-3.4	-2	-7	-0.5	-3	-0.2	2	-1.2
CSCc1cc(N(C)C)nc(SCc2ccc(Cl)cc2Cl)n1
→ -3.0	-3	5	-2.8	5	-2	1.7	3	-0.2	-4	-0.8
O=C1c2cccc3cccc(c23)C(=O)N1CCCSc1ncn[nH]1
→ -0.9	0	10	-2.2	-16	-87	0.7	-6	0.1	-5	-1.8
CCN=C1SC(CC(=O)Nc2ccc(C)cc2)C(=O)N1CC (stereo unspecified)
→ -0.7	0	1	-3.8	-7	1	-0.8	-1	-0.7	8	-1.2
Cc1cc(NC(=O)CN2C(=O)NC(CCc3ccccc3)C2=O)no1 (stereo unspecified)
→ -1.6	5	4	5.5	-1	0	-0.2	-3	0.3	0	-1.1
CC(=O)Nc1ccc(NC(=O)c2cc[n+]([O-])cc2)cc1
→ -0.9	-4	4	-0.8	-1	-7	-0.8	1	-0.3	1	-1.2
CN(C(=O)c1cccnc1)c1nnc(-c2cnccn2)s1
→ 0.9	-3	3	3.1	-7	-33	2.5	-28	0.5	4	-0.7
CC1Cc2cc(/C(O)=C3/C(=O)C(=O)N(CCN4CCOCC4)C3c3ccc(N(C)C)cc3)ccc2O1 (stereo unspecified)
→ 0.1	0	-2	1.5	-4	-128	0.6	-87	-0.1	1	-1.4
CN(CC(=O)Nc1ccccc1C(F)(F)F)C(=O)C1CC1
→ 0.2	1	-5	-1.2	-2	0	-0.3	-1	0.9	-4	-1.0
Cc1ccsc1-c1ccnc(-n2cccc2)n1
→ 5.4	8	2	2.0	-70	-203	-0.7	-170	0.3	1	0.1
N/C(=N\OC(=O)c1cccc2ccccc12)c1ccc(Br)cc1
→ 8.9*	6	3	-1.5	1	0	-1.7	3	0.2	2	2.2*
Cc1ccc(S(=O)(=O)N2CCN(C(=O)CSc3ccc(F)cc3)CC2)cc1
→ 1.2	-1	6	-0.1	5	-3	-1.2	9	-0.1	3	-0.7
CCN(Cc1nc2cc(Cl)ccc2c(=O)[nH]1)C(=O)COc1ccccc1Cc1ccccc1
→ -1.1	-3	2	-0.2	2	-8	0.7	0	0.1	3	-0.8
O=C(NNc1ccc(F)cc1F)c1c(F)cccc1Cl
→ -1.2	-1	5	-0.3	-3	-9	-0.2	1	-0.1	5	-1.0
CCN=C1SC(C(=O)Nc2cc(Cl)cc(Cl)c2)CC(=O)N1CC (stereo unspecified)
→ -0.2	-5	-3	-2.3	-5	-3	-0.1	-2	-0.1	0	-0.7
COC(=O)c1ccc(CSc2nnc(N)s2)o1
→ 1.2	-1	5	1.0	-4	-4	0.3	0	0.3	3	-0.8
Cc1ccc(NC(=O)c2ncn(CCCNCc3ccc4c(c3)OCO4)n2)cc1C
→ 0.1	-3	3	0.5	-3	0	0.0	0	0.3	0	-1.1
COc1cc2cc(CN(CCc3cccc(C)c3)C(=S)NCCCN3CCOCC3)c(=O)[nH]c2cc1OC
→ -1.8	0	-1	-1.1	-72	-27	-0.9	-8	1.3	8	-1.9
Cc1cc(C)nc(NC(=NCCc2c[nH]c3ccccc23)NC(=O)Nc2cccc([N+](=O)[O-])c2)n1
→ 2.2	0	1	-0.3	0	4	-0.7	5	0.0	2	-1.4
CCc1nnc(NC(=O)CSc2nc(C3CCCCC3)nc3ccccc23)s1
→ 0.4	-2	7	0.2	-2	1	-0.7	-2	0.3	3	-1.1
O=[N+]([O-])c1ccc(-n2nncc2-c2ccccc2)cc1
→ -0.9	1	2	-4.2	-3	-4	1.7	-1	-0.1	1	-1.5
CCOc1cc(C(=O)OCC(=O)N(C)c2ccccc2)cc(OCC)c1OCC
→ -0.6	3	2	-1.1	-2	-3	-1.6	-1	-0.1	-4	-1.6
COc1ccccc1CCNCc1ccc(OC)c(OCc2ccccc2)c1
→ -2.9	-2	1	-2.8	-5	3	-0.7	3	-1.2	-5	-1.4
O=C(O)c1cc(N=Nc2c(O)[nH]c3ccc([N+](=O)[O-])cc23)ccc1Cl
→ -1.1	1	-6	-0.4	-3	-9	1.9	-3	0.1	-3	-1.0
COc1cccc(/C=N/NC(=O)C(=O)NCc2cccnc2)c1
→ -0.4	-1	0	-0.4	-2	0	0.3	-3	0.3	4	-0.8
Cc1cccc(C(=O)N2CCCCCC2)c1
→ 0.3	-4	-2	-0.7	-6	1	-0.2	0	0.9	4	-0.7
c1ccc(N2CCN(Cc3ccc4c(c3)OCO4)CC2)nc1
→ 2.9	-1	2	-1.2	-3	0	.	-1	-0.4	1	-0.3
Cc1cccc(NC(=O)CN(C)S(=O)(=O)c2ccc3c(c2)n(C)c(=O)c(=O)n3C)c1C
→ 6.1*	-2	-3	-1.4	-4	0	-0.1	1	-0.5	4	-1.2
Cc1cc(C(=O)NC2CC(C)(C)Cc3c2cnn3-c2ccccc2C)c(C)o1 (stereo unspecified)
→ -0.9	0	2	-1.0	-4	-3	-0.5	5	0.3	0	-1.1
Cc1nc2ccccc2nc1N1CCCCC1
→ -0.9	2	-4	1.0	-8	-7	-0.5	-1	0.2	0	-0.8
CC(C)c1ccc(NC(=O)[C@@H]2CCC(=O)N2C2OC(=O)c3ccccc32)cc1 (stereo partly specified)
→ 7.4*	4	3	7.0	-2	2	4.0	2	2.7	2	-0.2
CCOc1ccc(C(=O)CN2C(=O)NC3(CCCc4ccccc43)C2=O)cc1 (stereo unspecified)
→ 0.2	-2	-6	0.3	-3	-1	0.2	4	-0.8	4	-1.1
COC(=O)c1ccccc1NC(=O)c1cc2ncc(Br)cn2n1
→ 1.5	0	23*	-0.8	-2	0	-0.2	-3	-0.3	2	-0.1
COc1ccccc1NC(=O)c1ccc(COc2ccccc2OC)cc1
→ -1.2	2	-2	1.2	3	-5	-1.2	-40	0.1	-6	-1.7
COC(=O)c1cc(Br)c(=O)n(CCc2ccccc2)c1
→ 0.3	2	4	0.0	-2	1	1.1	-1	-0.7	1	-1.1
CCn1c(CNC(=O)c2cccc(C)c2)nnc1SCC(=O)NC1CCCCC1C (stereo unspecified)
→ -0.9	-5	-3	-0.8	-5	-1	1.5	-2	-0.8	5	-1.4
CC(=O)N1CCN(C(=O)c2cc(=O)c3ccccc3o2)CC1
→ -1.3	0	0	2.4	2	-4	0.1	-1	0.7	-3	-0.2
CC(C)(C)C(=O)c1c(N)[nH]c(C(=O)c2ccccc2)c1-c1cc2ccccc2nc1Cl
→ -1.3	-2	-2	-1.7	-13	-65	.	-50	-0.7	-5	-0.6
CCC(C)N(C(=O)c1csnn1)C(C(=O)NC(C)(C)C)c1ccccc1 (stereo unspecified)
→ 1.0	-2	-2	0.4	-4	0	0.8	-2	-0.4	3	-0.4
COc1ccc(OCc2cc(C(=O)NC3Cc4ccccc4C3)no2)c(Cl)c1
→ 1.8	-1	-1	15*	-3	-5	-1.2	1	-1.1	7	-0.1

Screening results: PubChem BioAssay, several laboratories
